Screens as filed in PubChem BioAssay.
CYP2C19 inh: human CYP2C19 inhibition. P33261. inhibition, % at 5 µM. 96,000 tested, 21% active. AID 778. CYP2C19 Supersomes, luciferin-H EGE luminescence, 30 min;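 active = CYP2C19 inhibition above a set limit at 5 µM in the primary screen, cut at about 50% in these data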;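 note: plate controls were negative control wells for no effect and 2.5 mM tranylcypromine positive control for full effect; values of inactives mirror those of a sister screen read the other way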
Target sequence (P33261 whole entry, looked up): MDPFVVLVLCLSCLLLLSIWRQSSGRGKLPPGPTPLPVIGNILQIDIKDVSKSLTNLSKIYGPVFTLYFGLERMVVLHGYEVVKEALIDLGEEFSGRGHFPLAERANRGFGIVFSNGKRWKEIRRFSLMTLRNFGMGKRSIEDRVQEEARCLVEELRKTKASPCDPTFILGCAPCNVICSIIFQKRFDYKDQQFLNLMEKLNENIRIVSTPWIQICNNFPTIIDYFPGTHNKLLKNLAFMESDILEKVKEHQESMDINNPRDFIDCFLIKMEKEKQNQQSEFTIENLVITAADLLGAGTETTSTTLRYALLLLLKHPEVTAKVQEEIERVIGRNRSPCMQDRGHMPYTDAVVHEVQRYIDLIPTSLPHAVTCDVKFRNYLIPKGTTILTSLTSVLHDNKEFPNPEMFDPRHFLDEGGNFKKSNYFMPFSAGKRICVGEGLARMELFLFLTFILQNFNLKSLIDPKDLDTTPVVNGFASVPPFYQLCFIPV
S1P2 ag: agonists of human S1P2 receptor | O95136 | S1P2-expressing cell line, agonist reporter read-out | activation, % at 4.5 µM | 97,000 tested, 0.46% active | AID 729; in the data active = activation above about 16%;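 note: 0% = vehicle low control and 100% = maximal reference agonist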
Target sequence (O95136 whole entry, looked up): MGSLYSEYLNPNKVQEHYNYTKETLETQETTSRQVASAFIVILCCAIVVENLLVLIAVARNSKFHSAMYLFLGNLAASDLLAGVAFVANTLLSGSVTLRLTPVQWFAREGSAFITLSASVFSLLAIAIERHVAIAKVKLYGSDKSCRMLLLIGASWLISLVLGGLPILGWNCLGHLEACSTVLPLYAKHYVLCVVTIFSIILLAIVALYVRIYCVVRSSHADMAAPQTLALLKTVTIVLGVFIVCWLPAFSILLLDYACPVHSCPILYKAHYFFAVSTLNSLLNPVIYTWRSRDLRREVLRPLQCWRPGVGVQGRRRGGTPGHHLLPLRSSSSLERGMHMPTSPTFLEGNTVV
sEH activator: soluble epoxide hydrolase (human) activation; activation, % at 2 µM; purified human sEH enzymatic activity, activator screen; P34913; 91,000 tested, 0.04% active; in the data active = activation above about 37%; note: values of inactives mirror those of a sister screen read the other way
PostGolgi yeast: growth inhibition of a yeast mutant, post-Golgi transport screen | inhibition, % at 10 µM | AID 739 | post-Golgi transport phenotypic cell assay | 98,000 tested, 0.9% active;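 note: yeast cells grown in 1536-well plates; yeast grown about 18 h at 30C before absorbance read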
sEH inhibitor: inhibitors of human soluble epoxide hydrolase; AID 707; recombinant human sEH enzymatic activity assay; 91,000 tested, 0.34% active; inhibition, % at 2 µM; in the data active = inhibition above about 80%; note: values of inactives mirror those of a sister screen read the other way; many of its hits are not listed in these tables
hDAT+cocaine: changed human dopamine transporter uptake under cocaine IC80 | LLC-PK1 hDAT cells, [14C]-dopamine uptake with cocaine IC80; actives deviate in either direction | B-score at 10 µM | 110,000 tested, 1.3% active;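 active = Z score or B-score, a plate-position-corrected score, falls beyond the plate's 99.7% confidence bounds, in either direction; inactive = both scores lie inside the 99.7% bounds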;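 note: scored against the spread of the other compound wells on the same plate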
S1P2 antag: S1P2 (human) receptor antagonism; O95136; cell-based S1P2 antagonist assay, inhibition at 5 uM; inhibition, % at 5 µM; 97,000 tested, 0.21% active; AID 736; in the data active = inhibition above about 45%;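 note: CRE beta-lactamase reporter cells expressing human S1P2 stimulated with S1P; 0% = agonist at EC80 alone and 100% = agonist plus reference antagonist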
CYP2C19 act: activators of human cytochrome P450 2C19; activation factor at 5 µM; 96,000 tested, under 10 active; recombinant CYP2C19, luciferin-H EGE luminescence; active compounds read high; 0 = fully inhibited enzyme, 1 = untreated enzyme; AID 1025;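 active = activation factor of at least 2 at 5 µM in the primary screen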;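 note: 0 = wells with 2.5 mM tranylcypromine and 1 = vehicle-only wells; values of inactives mirror those of a sister screen read the other way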
PostGolgi ctrl: growth of the yeast control strain, post-Golgi counter-screen; efflux-deficient yeast background strain, growth absorbance A615, 16 h; inhibition, % at 10 µM; 98,000 tested, 5% active; AID 738
Numbers without * were called inactive; / = no result given. Cut-off read from the data, not from the text of the source, unless noted: active = inhibition above about 30%; inactive = the rest.

Fields – S1P2 ag	hDAT+cocaine	CYP2C19 act	sEH inhibitor	sEH activator	PostGolgi yeast	PostGolgi ctrl	S1P2 antag	CYP2C19 inh
> CC(=O)NCCNC(=O)[C@H](Cc1ccccc1)NC(=O)c1cccs1
    -3	/	0.9	-14	14	-8	7	6	11
> Cc1ccc(C(=O)Nc2cccc(C(=O)O)c2)cc1
    -5	-0.27	0.1	0	-3	-2	4	-20	87*
> Cc1sc2ncnc(SCc3ccco3)c2c1C
    -4	-1	1.1	0	2	-2	8	-4	-5
> O=C(OCC(=O)N1CCN(C(=O)c2ccco2)CC1)c1ccccc1OCc1ccc(Cl)cc1
    /	0.97	0.6	/	/	7	42*	/	39
> CCCn1c(SCc2ccccn2)nc2c1c(=O)n(C)c(=O)n2C
    /	0.021	0.9	/	/	-2	-9	/	12
> Cc1nc2ccc(S(=O)(=O)NCC(=O)N(C)Cc3ccco3)cc2s1
    -7	0.27	0.7	6	-6	17	3	-4	34
> CC(C)(C)c1nc2scc(-c3cccs3)c2c(=O)o1
    -9	0.83	1	4	-1	0	-2	-6	3
> CCCCC(c1nnnn1C1CCCC1)N1CCN(C2CCCC2)CC1 (centres undefined)
    -3	0.066	0.5	6	-6	-1	-1	18	46
> CCCN1C(=O)C(O)(C/C(C)=N/O)c2ccccc21 (centres undefined)
    -1	-0.37	1	/	/	-3	-2	27	1
> Cc1cc(C)cc(OCC(=O)Nc2ccc(N3CCN(S(C)(=O)=O)CC3)cc2)c1
    -5	-0.52	1.2	14	-16	4	4	20	-18
> CCCOc1cccc(NC(=O)c2c(-c3ccccc3)noc2C)c1
    -2	0.44	0.7	17	-13	-4	17	-1	28
> Cc1ccc(Oc2ccc(NC(=O)c3ccco3)cc2)cc1
    /	0.009	0.4	/	/	1	11	/	56*
> CCOc1cc(C=O)ccc1OCCSc1ccc(C)cc1
    -6	0.66	0.2	-17	16	-11	16	5	77*
> CCn1c(SCC(=O)c2[nH]c(C)c(C(C)=O)c2C)nnc1-c1ccccc1
    -6	2.2	0.2	12	-9	9	1	19	77*
> COc1ccccc1N(CC(N)=O)S(=O)(=O)c1ccc(C)cc1
    -7	-0.27	0.7	-3	0	-2	7	-1	28
> CCOc1ccc(NC(=O)CSc2nc3ccccc3c(=O)n2CCNC(C)=O)cc1
    -5	-1.7	0.9	-13	13	2	4	-4	6
> O=C1c2ccccc2C(=O)N1C/C=C/c1ccccc1
    -3	-1.1	0.8	2	-6	-9	9	2	20
> COc1ccc(C(CNC(=O)c2cccnc2SC)N2CCOCC2)cc1 (centres undefined)
    0	0.049	0.9	-16	17	-4	5	12	11
> CCOC(=O)Cc1nnc(NC(=O)CSc2nnc3c4ccccc4n(C(C)C)c3n2)s1
    /	0.33	0.2	/	/	-7	7	/	78*
> COc1ccc(NC(=O)c2c(C(F)(F)F)nn(C)c2SCc2ccccc2Cl)cc1
    -6	0.012	0.8	/	/	8	23	9	24
> O=C(NCC1CCCO1)C1c2ccccc2C(=O)N1C1CCCCCCC1 (centres undefined)
    -3	/	1.1	-8	10	22	2	-12	-8
> CCOC(=O)C1=C(N)OC2=C(C(=O)CCC2)C1c1ccccc1OCC (centres undefined)
    -12	-0.49	0.2	-1	0	-6	25	7	80*
> O=C1C2C3C=CC(C3=C3CCCCC3)C2C(=O)N1Cc1ccccc1 (centres undefined)
    -3	-0.04	0.9	/	/	-2	26	32	7
> CCOC(=O)C1CCCN(C(=O)Nc2ccccc2)C1 (centres undefined)
    -1	0.54	0.6	10	-10	-7	-3	9	43
> COc1ccc(/C=C(/NC(C)=O)C(=O)O)cc1
    -2	/	0.9	3	-1	2	-10	-12	8
> O=C(NCCc1ccccc1)C(=O)N/N=C/c1ccccc1C(F)(F)F
    -5	-0.28	1.2	4	-4	-7	9	-1	-18
> COc1ccc(CCN2C(=O)C3C4CC(C5C(C(=O)O)=NOC45)C3C2=O)cc1OC (centres undefined)
    -4	-1.3	0.9	-1	4	5	4	17	8
> CS(=O)(=O)N(Cc1ccccc1)c1ccc(C(=O)Nc2cccnc2)cc1
    -5	-0.67	/	3	-4	/	/	-9	/
> CC1CCN(S(=O)(=O)c2ccc(Cl)cc2Br)CC1
    -9	0.36	0.3	-11	13	6	9	3	68*
> Cn1c(=O)[nH]c(=O)c2c1nc(Sc1ccccc1)n2CCc1ccccc1
    -4	1	1	15	-13	-5	4	-22	2

An excerpt from above in order of their number in hDAT+cocaine, low to high:
compound	S1P2 ag	hDAT+cocaine	CYP2C19 act	sEH inhibitor	sEH activator	S1P2 antag	CYP2C19 inh
O=C1c2ccccc2C(=O)N1C/C=C/c1ccccc1	-3	-1.1	0.8	2	-6	2	20
O=C(NCCc1ccccc1)C(=O)N/N=C/c1ccccc1C(F)(F)F	-5	-0.28	1.2	4	-4	-1	-18
COc1ccc(C(CNC(=O)c2cccnc2SC)N2CCOCC2)cc1 (centres undefined)	0	0.049	0.9	-16	17	12	11

Random excerpt: five records from the list, in no set order.
Fields – S1P2 ag	hDAT+cocaine	CYP2C19 act	sEH inhibitor	sEH activator	PostGolgi yeast	PostGolgi ctrl	S1P2 antag	CYP2C19 inh
> CCOc1cc(C=O)ccc1OCCSc1ccc(C)cc1
    -6	0.66	0.2	-17	16	-11	16	5	77*
> COc1ccc(NC(=O)c2c(C(F)(F)F)nn(C)c2SCc2ccccc2Cl)cc1
    -6	0.012	0.8	/	/	8	23	9	24
> O=C(NCC1CCCO1)C1c2ccccc2C(=O)N1C1CCCCCCC1 (centres undefined)
    -3	/	1.1	-8	10	22	2	-12	-8
> Cc1ccc(Oc2ccc(NC(=O)c3ccco3)cc2)cc1
    /	0.009	0.4	/	/	1	11	/	56*
> COc1ccc(C(CNC(=O)c2cccnc2SC)N2CCOCC2)cc1 (centres undefined)
    0	0.049	0.9	-16	17	-4	5	12	11

The listing picks up; the two compounds before the break are reprinted first.
Fields – S1P2 ag	hDAT+cocaine	CYP2C19 act	sEH inhibitor	sEH activator	PostGolgi yeast	PostGolgi ctrl	S1P2 antag	CYP2C19 inh
> CC1CCN(S(=O)(=O)c2ccc(Cl)cc2Br)CC1
    -9	0.36	0.3	-11	13	6	9	3	68*
> Cn1c(=O)[nH]c(=O)c2c1nc(Sc1ccccc1)n2CCc1ccccc1
    -4	1	1	15	-13	-5	4	-22	2
> CN(CCO)C1=CC(=O)CC(C)(C)C1
    2	-1.2	/	-14	14	/	/	-24	/
> Cc1cccc(OCCC(=O)OCC(=O)N2CCc3ccccc32)c1
    -8	-0.76	0.5	-5	7	1	9	8	53*
> CCOC(=O)n1c(=O)n(Cc2ccc(Cl)c(Cl)c2)c2ccccc21
    -8	-0.11	0.5	18	-16	0	66*	-18	51*
> CCN1CCN(C(=O)c2ccc(CSc3ccc(C)cc3)cc2)CC1
    -6	0.74	0.9	1	2	5	13	11	12
> Cc1sc(-c2ccncc2)nc1OC(=O)c1ccccc1
    -6	-0.24	0	4	-5	2	7	10	99*
> Cc1cc(Nc2ccc(Cl)cc2)n(-c2cccc(Cl)c2)n1
    1	-0.67	0	1	-1	0	19	7	99*
> O=C(Nc1cccnc1)C1(c2ccc(Cl)cc2)CCCC1
    -2	-0.13	0.2	7	-6	-2	-10	-17	81*
> CSc1ncccc1C(=O)OCC(=O)NC1CCS(=O)(=O)C1 (centres undefined)
    -15	1.3	1	-11	14	5	3	12	4
> CCCc1nc2c(=O)[nH]c3ccccc3c2o1
    1	-0.14	0.9	-4	3	-2	-3	-6	9
> CCC(=O)Nc1ccc(-c2nn3c(C)nnc3s2)cc1
    -1	/	/	4	-1	/	/	-19	/
> COc1ccc(N2CCN(CCCNC(=O)C3(S(=O)(=O)c4ccc(Cl)cc4)CC3)CC2)cc1
    /	/	1.2	/	/	-5	6	/	-18
> CCN1C(=O)NC(c2cc(Br)ccc2OC)C(C(=O)OC)=C1C (centres undefined)
    -3	0.58	/	6	-3	3	13	-2	/
> COc1ccccc1NS(=O)(=O)c1cc(C(=O)NCCN2CCOCC2)ccc1Cl
    -4	-0.038	1.1	-1	2	8	8	9	-7
> CC1CN(S(=O)(=O)c2cccc(C(=O)OCC(=O)Nc3ccc4c(c3)OCO4)c2)CC(C)O1 (centres undefined)
    -12	0.8	0.8	16	-15	1	11	14	23
> Clc1ccc(OCc2nnc(SCc3nnc(-c4ccccc4)o3)o2)c(Cl)c1
    -8	0.83	0.1	13	-14	5	41*	5	92*
> COCc1cc(C)nc2sc(C(=O)N3CCCC3)c(N)c12
    -2	-0.0078	0.9	1	4	-7	21	-19	14
> CCCCNC(=O)c1c(C)cc(=O)oc1C
    -1	1.7	1.1	5	-5	-5	19	-3	-15
> CC(O)C(=O)N/N=C/c1cccc(Cl)c1Cl (centres undefined)
    -7	-0.23	0.9	10	-12	10	12	-2	8
> CCCN(Cc1cc2ccc(C)cc2[nH]c1=O)S(=O)(=O)c1ccccc1
    -4	-0.31	0.6	-7	5	8	36*	11	36
> CCCCCC(=O)N(CN1C(=O)CCC1=O)c1ccccc1
    -4	0.019	0.9	-20	22	-10	9	6	15
> CC(C)C(=O)Nc1cccc2nsnc12
    -5	-0.11	0.9	-11	11	-6	8	14	9
> CCOc1ccc(S(=O)(=O)Nc2ccc(S(=O)(=O)N3CCCC3)cc2)cc1
    -3	0.87	0.2	5	-7	-2	-3	4	85*
> CCN(CC)C(=O)c1ccc(CS(=O)(=O)c2ccc(OC)cc2)o1
    -1	-0.93	/	1	-1	1	1	13	/

An unsorted share of the library; about 24% have a hit in one of these screens.
